Screening data from PubChem.
p53ts 32C kill = p53ts cell cytotoxicity, permissive temperature; 0.93% of 130,000 active; H1299-p53A138V at 32C, ATP luminescence viability, 24 h; Potency, µM (top dose mostly 46.1 µM), for the others: top-dose activity change, negative = cytotoxicity, hits mostly cytotoxic; AID 924;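 note: 0% = DMSO and -100% = full killing by reference compound; nearly all actives have a fitted effect of over 55% in size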
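Cells: H1299 p53ts (A138V), 600/well, pre-incubated 16–30 h at 37C. Cpd up to 46 uM, 24 h, 32C. Readout: ATPlite luminescence, 20 min RT. Normalization: DMSO vs tamoxifen 100 uM. AC50 by Hill equation.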
p53ts 39C kill = cytotoxicity in p53ts cells at nonpermissive temperature; H1299-p53A138V viability at 39C, ATP luminescence, 24 h; Potency, µM (series often up to 46.1 µM), inactives show top-dose activity change, negative = cell killing, usual class: cytotoxic; AID 902; 1.5% of 130,000 active; note: nearly all actives have a fitted effect of over 55% in size
Imprint erasure = inducers of genomic imprint erasure in mouse ES cells. mouse ES Peg3-LacZ reporter, beta-gal luminescence, 40 h. Potency, µM (highest dose often 60.7 µM), without a hit: top-dose activity change, positive = activation, most hits filed as activators. 0.02% of 110,000 active;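 note: 0% = negative control wells on the plate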
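Each well holds 300 Peg3LacZ-Neo (maternal) female ES cells incubated 40 h at 37C, 5% CO2. LacZ is measured by BetaGlo luminescence, with AC50 and maximum efficacy derived from dose-response curves.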
IkB signaling = inhibitors of IkB signaling in ABC-DLBCL cells; ABC-DLBCL IkBa-CBG/CBR dual luciferase ratio, 4 h; response scale: scaled: untreated 0%, proteasome inhibitor 100%; Potency, µM (titrated, usually from 57.1 µM), inactives show at the highest dose IkBa stabilization activation; 0.04% of 110,000 active; active = well fitted curve in the direction sought with a large enough effect in the signal ratio, not every such curve was filed as active; inconclusive = small, poorly fitted or top-dose-only effect, or a change in a side signal; the % refers to the signal ratio;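 note: the direction sought is a rising ratio; 0% = basal untreated cells and 100% = reference inhibitor full response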
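In this assay, an IκBα–CBG68 fusion accumulates when IKK-driven degradation is blocked; native CBR normalizes for cell number. OCI-Ly3 cells were treated 4 h with compound and doxycycline, then green and red light read after Chroma-Glo addition.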
The depositor's hits bear a star; ? = inconclusive; · = no result given; [ ] = dose if it differs, or a comment. Unless noted, calls come from the whole dose curve; as a rule, active = well fitted curve in the direction sought with a large enough effect; inconclusive = small, poorly fitted or top-dose-only effect, or another doubt; inactive = no such curve, though single readings can be large; an effect the other way counts as inactive or inconclusive. Unless noted, % is set by controls: 0 for no effect and ±100 for the full control effect; potency is the fitted concentration of half-maximal effect.

Values run as follows: p53ts 32C kill | p53ts 39C kill | Imprint erasure | IkB signaling
- CCN1CCN(C(c2ccc(Cl)cc2)c2c(O)cc(C)n(CCOC)c2=O)CC1 (stereo unspecified)
 : 3% | 19% | -16%[10.9 µM] | ?
- O=C(Cn1c(C2CC2)nc2ccccc2c1=O)Nc1ccc(Br)cc1
 : 1% | 0% | -8% | 0.5%
- O=C(Cc1ccccc1)Nc1sc2c(c1C(=O)Nc1ccccc1Cl)CCCCC2
 : 6% | -1% | -16%[10.9 µM] | 3.3%
- O=C(Nc1ccc2oc(-c3ccccc3F)nc2c1)c1ccc2c(c1)OCCO2
 : 13µM* | -29% | -24% | ?
- CC1CC1C(=O)OCc1cc(=O)n2cc(Br)ccc2n1 (stereo unspecified)
 : -9% | -10% | -9% | 1.1%
- COc1cccc(N2CCN(C(=O)c3cccn3-c3nnc(N4CCCCC4)s3)CC2)c1
 : -2% | -11% | 5%[10.9 µM] | ?
- COc1cc(C2c3c(oc4ccccc4c3=O)C(=O)N2Cc2cccnc2)cc(OC)c1OC (stereo unspecified)
 : 4% | 8% | -2% | 3.4%
- Cc1nc(CNS(=O)(=O)c2cccc(F)c2)cs1
 : 25% | 8% | 21% | -0.7%
- Cc1cc(N2CCOCC2)c2c(N)c(C)cc(C)c2n1
 : -4% | 12% | 15% | 3.0%
- COCCCNCCOCCOc1c(OC)cccc1OC
 : -6% | 0% | · | ·
- Brc1ccccc1-c1nc(-c2ccccc2)no1
 : 13µM* | ? | -68%[inhibitor] | 8.2%
- CC(C)(Oc1ccc(Cl)cc1)C(=O)Nc1cccnc1
 : 13% | 9% | · | ·
- O=C1CC(N2CCOCC2)C(=O)N1CCc1ccccc1 (stereo unspecified)
 : -8% | 7% | -4% | -0.2%
- Cc1cccc(OCc2nc(C#N)c(N3CC(C)CC(C)C3)o2)c1 (stereo unspecified)
 : -4% | -2% | -19% | 5.6%
- O=C(c1noc2c1CCCCC2)N1CCN(c2ccc(Cl)cc2)CC1
 : -8% | -2% | 4%[10.9 µM] | ?
- Cc1nn(-c2ccccc2)c(C)c1C(=O)OCC(=O)Nc1ccc2c(c1)OCO2
 : -9% | -6% | -8% | ?
- COc1cc2c(cc1OC)-c1nnc(C)n1C(C)(C)C2
 : 1% | 1% | · | ·
- COc1cccc(CCC(=O)O)c1OC
 : 4% | -2% | -3% | 0.8%
- CC(=O)c1cccc(NC(=O)Nc2sc3nc4n(c(=O)c3c2C)CCC(C)CC4)c1 (stereo unspecified)
 : 1% | -10% | 17%[10.9 µM] | ?
- COc1ccc(-c2nnc(SCC(=O)NCc3cccs3)n2C)cc1
 : 0% | 2% | · | ·
- O=C(CSc1nc2c(c(=O)n1-c1ccc(Cl)cc1)SCC2)Nc1nccs1
 : -2% | 4% | -12% | -0.5%
- COc1cc(OC)c(N(C)C(=O)c2nn(C)c3c2CSc2ccccc2-3)cc1Cl
 : 5% | -18% | 4%[10.9 µM] | -1.4%
- Cc1sc2nc(CN(C(=O)NC3CCCCC3)C3CCCCC3)[nH]c(=O)c2c1C
 : 2% | 27% | · | ·
- CCOCCN(C=O)c1cccc(OC)c1
 : -1% | 9% | -6% | 11%
- NC(=O)CSCc1ccc(Br)cc1
 : -4% | -8% | -5% | -0.9%
- O=C(CSc1nnnn1-c1ccc2c(c1)CCC2)Nc1ccc2c(c1)OCCO2
 : -2% | -16% | -22% | ?
- COc1cccc(-c2ccc3ncnc(NCc4ccccc4OC)c3c2)c1
 : 9% | 0% | 1% | ?
- CCn1c(=O)cc(SCC(=O)N2CCN(C3CCCCC3)CC2)c2ccccc21
 : 0% | -20% | -15% | 1.9%
- O=S(=O)(c1ccc(Br)cc1)N1CCN(c2cc(-c3ccccc3)nc3ncnn23)CC1
 : 5% | -20% | -1% | 2.9%
- COc1cccc(NC(=O)CN(Cc2ccccc2)S(=O)(=O)c2ccc3nc(C)sc3c2)c1
 : 7% | -10% | -14%[10.9 µM] | ?
- CS(=O)(=O)N1CCC2(CC1)CN(c1ccc(-c3ccccc3)cc1)C2
 : -5% | -1% | · | 7.7%[11.4 µM]
- CCN=c1scc(C)n1/N=C/c1ccsc1
 : -8% | -16% | -25% | 0.2%
- COc1ccc(-c2oc3ncn4nc(COc5c(C)cccc5C)nc4c3c2-c2ccc(OC)cc2)cc1
 : 11% | -10% | -14%[10.9 µM] | -1.9%
- CCOC(=O)c1cc2c(=O)n3ccccc3nc2n(CC2CCCO2)c1=NC(=O)c1ccccc1Br (stereo unspecified)
 : 3% | 11% | -6%[10.9 µM] | 2.5%
- c1ccc(Nc2ncnc3c2oc2ccccc23)cc1
 : 1% | -7% | -27% | 5.7%
- CCOC(=O)CSc1nc2sc3c(c2c(=O)n1-c1ccccc1)CCC(C(C)(C)C)C3 (stereo unspecified)
 : 7% | 25% | 10%[10.9 µM] | ?
- O=C(O)C[C@@H]1CCCc2ccccc2[C@H]1O
 : -3% | 12% | · | -0.4%
- Cc1ccc(-n2ncc(C(=O)N3CCN(c4cccc(C)c4C)CC3)c2C2CCNCC2)c(C)c1
 : 2% | -16% | -8%[10.9 µM] | -4.2%
- O=C(c1ccc2c(c1)N(Cc1ccccc1)C(=O)c1ccccc1S2(=O)=O)N1CCN(c2ccccc2)CC1
 : -3% | -4% | -15%[10.9 µM] | -1.5%
- CCOC(=O)C1CCCN(CC(=O)/C=C2/N(C)c3ccccc3C2(C)C)C1 (stereo unspecified)
 : -2% | 7% | -12% | 4.8%
- O=C(NCC(c1ccc(Cl)cc1)N1CCCCC1)c1ccccc1 (stereo unspecified)
 : -6% | 15% | -12%[10.9 µM] | ?
- CCOC(=O)c1ccc(NC(=O)N2CCN(CCc3ccccc3)CC2)cc1
 : -18% | -1% | -39%[inhibitor] | 3.7%
- O=C(Cc1cccs1)Nc1ccc(NC(=O)c2ccco2)cc1
 : -22% | -4% | · | 1.4%
- CCNCCOC(c1ccccc1)c1ccccc1
 : 6% | 5% | · | ·
- O=C(NC1CCCCC1)n1c(=O)oc2ccc(Cl)cc21
 : 4% | -20% | -12% | 0.8%
- O=C(NCc1ccccc1F)c1cc2ccccn2n1
 : -13% | -2% | -20%[10.9 µM] | ?
- CN1CCN(CC(=O)N2c3ccccc3C(C)(c3ccccc3)CC2(C)C)CC1 (stereo unspecified)
 : -1% | -5% | -17% | 2.2%
- O=C(CSc1cccc[n+]1[O-])c1cc2ccccc2o1
 : 0% | -15% | -33%[inhibitor] | 1.4%
- CCOc1ccccc1NC(=O)N1CCC(NC(=O)c2cccc(C)c2)CC1
 : 7% | -9% | -4% | 0.2%
- O=C(Cn1cnc2c(nnn2Cc2ccc(Cl)cc2)c1=O)NCC1CCCO1 (stereo unspecified)
 : 1% | 2% | -3% | 0.7%

(listing goes on)
Values run as follows: p53ts 32C kill | p53ts 39C kill | Imprint erasure | IkB signaling
- COc1ccc(Cn2cc(C(=O)c3ccc(Cl)cc3)c(=O)c3cc4c(cc32)OCO4)cc1
 : 10% | -17% | 13%[10.9 µM] | -3.0%
- COc1ccccc1-n1c(C)nnc1SCC(=O)Nc1cc(C)cc(C)c1
 : 1% | -2% | -4% | 2.6%
- CCOC(=O)C1=C(N)Oc2ccc3ccccc3c2C1c1cccnc1 (stereo unspecified)
 : -1% | 13% | · | ·
- CC[C@H](C)C(=O)O[C@H]1CCC=C2C=C[C@H](C)[C@H](CC[C@@H]3C[C@H](O)CC(=O)O3)[C@H]21
 : -13% | ? | -9% | 1.4%
- COc1ccc(C(CC(=O)NCc2ccccc2Cl)N2Cc3ccccc3C2=O)cc1OC (stereo unspecified)
 : 9% | -4% | 5%[10.9 µM] | 2.5%
- Cc1ccc(N2CC(C(=O)Nc3ccc4c(c3)OCO4)CC2=O)cc1 (stereo unspecified)
 : 17% | 0% | -7% | -0.6%
- COCCNC(=O)CN1C(=O)COc2ccc(S(=O)(=O)N3CCCCCC3)cc21
 : -1% | 4% | 20%[10.9 µM] | 0.7%
- CCC1=C2CC[C@H]3C(=O)N(CC)C(=O)[C@H]3[C@H]2[C@@]2(Cc3ccccc3)C(=NCCOC)OC(=O)N2C1=O
 : 11% | 4% | -11% | ·
- CCN(CC)CC(=O)Nc1c(C)cc(C(C)(C)C)cc1C
 : 9% | -2% | -7% | -0.3%
- COc1ccccc1CNC(=O)Cc1c(C)c2cc3c(C)coc3c(C)c2oc1=O
 : -16% | -15% | 28%[10.9 µM] | 1.5%

Whole records as entered above. Screens in order: p53ts 32C kill	p53ts 39C kill	Imprint erasure	IkB signaling
CC[C@H](C)C(=O)O[C@H]1CCC=C2C=C[C@H](C)[C@H](CC[C@@H]3C[C@H](O)CC(=O)O3)[C@H]21 across the screens: -13%	?	-9%	1.4%
CCOC(=O)c1ccc(NC(=O)N2CCN(CCc3ccccc3)CC2)cc1 across the screens: -18%	-1%	-39%[inhibitor]	3.7%
CC(=O)c1cccc(NC(=O)Nc2sc3nc4n(c(=O)c3c2C)CCC(C)CC4)c1 (stereo unspecified) across the screens: 1%	-10%	17%[10.9 µM]	?

Later entries.
Values run as follows: p53ts 32C kill | p53ts 39C kill | Imprint erasure | IkB signaling
- COc1ccc(-c2nnc(SCC(=O)Nc3cc(F)ccc3C)o2)cc1
 : 6% | 7% | -65%[inhibitor] | 11%
- COc1cccc(CNCCSc2nnnn2C)c1OCc1ccccc1
 : -4% | -25% | -9%[10.9 µM] | -2.8%
- CC(C)c1ccc(C(=O)Nc2ccc(N3CCOCC3)cc2)cc1
 : 11% | 6% | -12% | -3.1%
- CCCCOC(OCCCC)[C@H](O)CSc1ccc2ccccc2c1
 : 0%[9.22 µM] | -8%[9.22 µM] | · | ·
- Cc1cccc(C)c1O
 : 1%[1.84 µM] | -7% | 4% | 1.1%
- CCn1c(SCC(=O)NC(C)(C)C)nnc1-c1ccoc1C
 : -5% | 33% | · | ·
- Cc1cccc(OCC(=O)N(Cc2sccc2C)C2CCS(=O)(=O)C2)c1 (stereo unspecified)
 : 2% | 4% | 10%[10.9 µM] | ?
- O=C(O)CCCCCNCc1ccncc1
 : 1% | 4% | -5% | 0.5%
- CC1Cc2ccccc2N1C(=O)CSc1nnc(Cn2nnc3ccccc32)n1C (stereo unspecified)
 : 2% | 6% | 4% | 0.8%
- Cc1ccc(C(C)C)c(OCc2nnc(SCC(=O)Nc3ncc(C)s3)n2C)c1
 : 7% | 1% | -13% | 2.1%
- CC1=C(C(N)=O)C(c2ccccn2)n2nc(SCc3ccccc3)nc2N1 (stereo unspecified)
 : -9% | 10% | 3% | -1.1%
- O=c1c2c3c(sc2nc2n1CCCC2)CCCC3
 : -6% | 12% | · | ·
- CCc1ccc(CSc2nc(-c3ccccc3F)nc3c2Cc2c(CO)cnc(C)c2O3)cc1
 : 9% | -3% | -11%[10.9 µM] | -0.4%
- CC(=O)NC(CCS(C)(=O)=O)C(=O)Nc1ccc(F)cc1Cl (stereo unspecified)
 : 0% | -15% | 3% | 0.4%
- CCOc1ccccc1C(=O)Nc1nncs1
 : 8% | 6% | -9% | -0.3%
- CCSc1ncc(Cl)c(C(=O)N(Cc2ccc(C(C)(C)C)cc2)C2CCS(=O)(=O)C2)n1 (stereo unspecified)
 : 12% | 20% | -8%[10.9 µM] | -1.2%
- COc1cccc(C(=O)N2CCC(c3nc4ccccc4s3)CC2)c1
 : -9% | -8% | -10%[10.9 µM] | ?
- CCCCN(CC)CCNC(=O)CN1C(=O)COc2ccc(S(=O)(=O)N3CCOCC3)cc21
 : 6% | 9% | -9%[10.9 µM] | 0.1%
- COc1ccc(Oc2ncc3nc(-c4ccc(Cl)cc4)c(=O)n(C[C@H]4CCCO4)c3n2)cc1
 : -8% | 2% | -11% | 8.2%[11.4 µM]
- N#Cc1sc2nc(-c3ccccc3)cc(-c3ccco3)c2c1N
 : -6% | 0% | -9% | 21%
- N#Cc1c(C(F)(F)F)cc(-c2cccs2)nc1SCC(=O)Nc1ccc(F)cc1
 : -12% | -29% | -20%[10.9 µM] | 3.1%
- COc1ccccc1Nc1nc(N)nc(CSCCO)n1
 : -10% | -14% | -14% | ?
- Cc1c(NC(=O)c2cc(-c3ccccc3O)on2)c(=O)n(-c2ccccc2)n1C
 : 5% | -3% | 21%[10.9 µM] | 10%
- CCOC(=O)Cn1c2c(c(=N)c3c1CCC3)CCC2
 : 3% | 3% | -14% | -0.3%
- COc1ccc(CNC(=O)C(=O)NCC(c2cccnc2)N2CCN(c3ccccc3)CC2)cc1 (stereo unspecified)
 : 0% | -16% | -13%[10.9 µM] | 0.0%
- Cn1c(=NC(=O)c2ccc3c(c2)OCCO3)sc2cc(S(C)(=O)=O)ccc21
 : -1% | -7% | -2%[10.9 µM] | -1.1%
